STEP block – STEP phosphatase inhibitors, primary screen, biochemical, fluorescence intensity, uHTS; 0.25% of 360,000 active; Tyrosine-protein phosphatase non-receptor type 5 (Homo sapiens), P54829; recombinant STEP, OMFP fluorogenic substrate; inhibition, % at 20 µM;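 active means inhibition at 20 µM, scaled per plate between control wells, above about 37%, limit read from the data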;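 further: 0% = DMSO with enzyme and substrate and 100% = substrate only without enzyme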
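Assay system: isolated STEP enzyme / Timing: 20 min at room temperature, dark / Doses: 20 µM, 1% DMSO / Technique: fluorescence intensity, excitation 480 nm, emission 540 nm / Reagent: fluorogenic phosphatase substrate OMFP at 25 µM final / Measure: percent inhibition scaled to no-enzyme and uninhibited-enzyme controls, plate-pattern corrected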
TbMetRS inhib – T. brucei MetRS inhibitors, primary screen, biochemical, luminescence; purified T. brucei MetRS, ATP depletion, Kinase-Glo luminescence; inhibition, % at 11.9 µM; 0.4% of 360,000 active;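 active means inhibition above a per-plate cutoff of the control wells' mean inhibition plus 3 SD, cut at about 5.5% in these data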;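 further: 0% = DMSO wells median and 100% = median of wells with control inhibitor compound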
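technique = Kinase-Glo luminescence, ATP depletion format | system = purified MetRS (methionyl-tRNA synthetase) enzyme from Trypanosoma brucei | timing = 15 min preincubation, 2 h reaction, all 25 °C | evaluation = percent inhibition versus plate control medians | dosing = single dose, 11.9 µM final nominal, 0.9% final DMSO | also added = substrates ATP, L-methionine and bulk Escherichia coli tRNA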
MLLE-PAM2 inh – inhibitors of PABP1 MLLE–PAM2 peptide binding, primary screen, biochemical, fluorescence polarization, FITC-PAM2, GST-MLLE | Polyadenylate-binding protein 1 (Homo sapiens), P11940 | AID 588489, 2011 | 0.36% of 360,000 active | inhibition, % at 20 µM; in the data active means inhibition above about 35%, passing the limit was not always enough;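 further: plate controls were DMSO wells with GST-MLLE for no effect and wells lacking GST-MLLE protein for full effect; some results filed as inactive read as strong as hits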
CSN inh – inhibitors of CSN-mediated cullin deneddylation, primary screen, biochemical, fluorescence polarization, uHTS | Purified CSN, SCF-Nedd8-OG deneddylation | inhibition, % at 12.5 µM | 0.38% of 360,000 active | AID 651999, 2013;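 active means pattern-corrected inhibition above about 35%, with an unprinted fluorescence ratio check between 0.5 and 1.5, limit read from the data, passing the limit was not always enough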;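 further: 0% = enzyme with substrate and 100% = substrate without enzyme; some results filed as inactive read as strong as hits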
Target sequence (Q92905 whole entry, looked up, one chain of several): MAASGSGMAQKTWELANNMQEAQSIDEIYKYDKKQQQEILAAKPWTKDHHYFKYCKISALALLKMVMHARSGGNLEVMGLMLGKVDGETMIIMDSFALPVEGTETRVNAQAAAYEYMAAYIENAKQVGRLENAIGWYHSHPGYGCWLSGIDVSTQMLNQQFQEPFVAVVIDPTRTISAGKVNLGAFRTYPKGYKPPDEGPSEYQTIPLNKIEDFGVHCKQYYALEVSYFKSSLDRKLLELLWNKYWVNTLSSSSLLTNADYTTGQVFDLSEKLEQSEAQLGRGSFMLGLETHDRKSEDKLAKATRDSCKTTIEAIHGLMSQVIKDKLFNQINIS
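Assay system: HEK293T-derived human Csn5 enzyme; quantity: 0.24 nM enzyme; medium: Tris/NaCl/DTT buffer, pH 7.5; also added: substrate SCFSkp2-Nedd8OG, 10 nM; doses: 12.5 µM compound; schedule: 90 min reaction at room temperature; signal: FP; read-out: % inhibition of substrate cleavage by Csn5; benchmarks: substrate-only high control, full reaction low control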
DNMT1 block – human DNMT1 methyltransferase inhibitors, primary screen, biochemical, molecular beacon, fluorescence, HinP1I cleavage, uHTS. DNA (cytosine-5)-methyltransferase 1 (Homo sapiens), P26358. AID 588458, 2011. inhibition (reported as % activation of signal), % at 10 µM. 0.83% of 360,000 active; in the data active means inhibition above about 50%
Scp-1 inhibitor – Scp-1 phosphatase inhibitors, primary screen, biochemical, colorimetric, uHTS | Carboxy-terminal domain RNA polymerase II polypeptide A small phosphatase 1 (Homo … | Recombinant Scp1, phosphopeptide, malachite green phosphate absorbance | inhibition, % at 20 µM | 0.88% of 340,000 active | AID 493091, 2011;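 active means inhibition above about 50% at 20 µM, limit read from the data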;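 further: plate controls were DMSO wells with enzyme for no effect and wells lacking enzyme for full effect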
Target sequence (Q9GZU7 76-261 limits assumed): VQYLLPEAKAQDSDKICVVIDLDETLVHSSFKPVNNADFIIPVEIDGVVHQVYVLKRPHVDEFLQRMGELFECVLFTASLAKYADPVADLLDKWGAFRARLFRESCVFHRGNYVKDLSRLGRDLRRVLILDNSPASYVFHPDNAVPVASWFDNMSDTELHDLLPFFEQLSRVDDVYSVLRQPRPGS
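Test system: SCP-1 phosphatase catalytic domain, residues 76-261 | Compound dosing: One concentration, 20 µM, with 1.0% DMSO | Schedule: 45 min room-temperature reaction, 5 min colour, 30 min stabiliser | Detection: Absorbance at 630 nm | Read-out basis: % inhibition of SCP-1 phosphate liberation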
NadD block – inhibitors of S. aureus NadD, primary screen, biochemical, colorimetric, uHTS; Nicotinate-nucleotide adenylyltransferase NadD (Staphylococcus aureus N315); 0.78% of 360,000 active; purified NadD enzyme, colorimetric absorbance read-out; inhibition, % at 20 µM; AID 602399, 2012; in the data active means inhibition above about 26%; further: some compounds past the cut are filed as inactive
Rpn11 block – Rpn11 (PSMD14) deubiquitinase inhibitors, primary screen, biochemical, fluorescence polarization, uHTS | 0.59% of 360,000 active | 26S proteasome non-ATPase regulatory subunit 14 (Homo sapiens), O00487 | human 26S proteasome, Ub4-pepOG fluorescence polarization; 20S core pre-blocked with epoxomicin | calls only at 20 µM;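 active means inhibition at 20 µM, scaled to each plate's controls, above about 33%, limit read from the data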
LMPTP block – LMPTP phosphatase inhibitors, primary screen, biochemical, fluorescence intensity, uHTS | 0.22% of 360,000 active | recombinant LMPTP-A, OMFP fluorogenic substrate | inhibition, % at 20 µM;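 active means compounds that cut the enzyme signal by at least half of the control window in the single-dose screen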;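 further: plate controls were DMSO wells with enzyme plus substrate for no effect and substrate without enzyme for full effect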
Target sequence (P24666 whole entry, looked up): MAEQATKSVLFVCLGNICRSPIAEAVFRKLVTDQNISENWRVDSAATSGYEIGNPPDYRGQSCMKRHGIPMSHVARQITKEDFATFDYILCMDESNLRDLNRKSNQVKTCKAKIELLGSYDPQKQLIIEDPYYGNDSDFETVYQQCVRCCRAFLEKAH
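Buffer or medium: Bis-Tris pH 6.0, DTT, detergent; Assay system: LMPTP-A enzyme; Quantity: 0.625 nM enzyme; Detection: endpoint fluorescence intensity; Times: 50 min dark incubation at room temperature; Controls: substrate-only low control, DMSO enzyme-plus-substrate high control; Doses: single 20 µM dose; Read-out: percent inhibition versus substrate-only and uninhibited controls; Reagent: 400 µM OMFP.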
SUMO1 PPI mod – modulators of SUMO1 protein-protein interactions, primary screen, biochemical, uHTS; AID 602429, 2012; SUMO1 binding to a labelled peptide, TR-FRET, 1 h; 0.33% of 360,000 active; inhibition, % at 20 µM; in the data active means inhibition above about 37%
Target sequence (P63165 whole entry, looked up): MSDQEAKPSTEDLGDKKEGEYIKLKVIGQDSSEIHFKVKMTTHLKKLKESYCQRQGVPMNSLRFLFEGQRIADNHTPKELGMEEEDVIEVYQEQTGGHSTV
Starred values were filed as active, the others as inactive; i = inactive; · = not tested or not shown.

SMILES	STEP block	TbMetRS inhib	MLLE-PAM2 inh	CSN inh	DNMT1 block	Scp-1 inhibitor	NadD block	Rpn11 block	LMPTP block	SUMO1 PPI mod
COc1cc2c(cc1OC)CN(C(=O)CSc1ccccc1C)CC2	0	-0.3	46*	-4	-4	0	-1	i	-1.1	-4
COc1cc(CNc2ccc(N3CCOCC3)cc2)ccc1OCC(=O)NC(C)(C)C	0	0.6	16	3	-3	-6	2	i	-0.8	3
COc1cc(C(=O)Nc2cc(-c3cn4cccnc4n3)ccc2C)cc(OC)c1OC	9	0.5	14	-3	0	-3	0	i	0.3	-7
Cc1ccc(SCc2noc(C(=O)NCC3CCCO3)c2C(=O)O)cc1C (stereo not given)	0	-0.2	2	-4	3	-11	3	i	-1.4	8
C[C@@H]1CN([C@H](C)CO)C(=O)CCCn2nncc2CO[C@@H]1CN(C)S(=O)(=O)c1ccc2c(c1)OCCCO2	-3	-0.5	-6	-6	-1	·	1	i	-2.1	2
Cc1ccc(CN2C(=O)COc3cc(NS(C)(=O)=O)ccc32)cc1	0	0.2	-1	-6	-3	-7	-2	i	-0.3	-3
CCn1c(=O)c(C(=O)NCCc2ccc(Cl)cc2)c(O)c2ccccc21	0	-0.7	8	-2	-1	-7	-3	i	2.5	3
COc1ccc(C)cc1N(C(=O)c1ccccc1F)c1nc2ccccc2s1	-1	0.1	26	3	-5	-14	1	i	1.2	3
CC(C)(C)NC(=O)C[C@H]1C[C@H](C(=O)N2CCOCC2)[C@@]2(C)c3[nH]c4cc(-c5ccco5)ccc4c3CCN2C1=O	0	-0.9	-15	1	-6	-1	-2	i	-0.1	-2
CCCCOC(=O)c1ccc(NC(=O)COC(=O)CN2C(=O)NC3(CCCC3)C2=O)cc1	-3	-0.3	-1	0	0	-9	-11	i	0.3	4
Cc1ccc(CN2CCC[C@]3(N[C@H](c4ccccc4)[C@@H]4C(=O)N(C)C(=O)[C@@H]43)C2=O)cc1	1	-0.7	-2	1	-2	·	-4	i	-3.1	-4
CC(=O)Nc1ccc(-n2cnnn2)cc1	2	-0.5	9	1	1	-2	-1	i	-1.6	1
CCCC(CCC)n1[nH]c(=O)c2c(C)cc(C)nc21	5	-1.6	4	-5	-3	-4	0	i	-1.4	3
C=CCn1c(CNC(=O)c2ccco2)nnc1SCC(=O)c1ccc(OC)cc1	0	0.1	-17	6	1	-9	-2	i	-1.4	-4
COc1ccc(Nc2cc(Cl)nc(N)n2)cc1	0	-1.0	24	2	-1	-2	0	i	-0.1	-2
CCOC(=O)Nc1ccc2c(c1)N(C(=O)OC)c1ccccc1CC2	-2	-0.1	-8	3	-1	-8	0	i	0.1	5
CCOC(=O)c1c(NC(=O)CCN2CCOCC2)sc2c1CC(C)(C)OC2	0	0.2	5	-2	2	-4	1	i	-0.4	5
COc1ccc([C@@H]2CC=C(C(=O)O)[C@H](c3ccc(F)cc3)N2S(=O)(=O)c2ccccc2C)cc1	0	-0.2	4	-3	-2	-11	2	i	-0.2	9
C/C=C/C(=O)OCC(=O)Nc1cccc(S(=O)(=O)NC2=NCCCCC2)c1	0	0.0	-6	-7	2	-10	0	i	-1.5	0
CCN(Cc1ccncc1)C(=O)c1cccc(S(=O)(=O)N2CCCCC2)c1	-3	-0.2	9	0	2	-8	0	i	-0.8	-6
COC(=O)CN1CC(=O)N(c2ccccc2)C1=S	-6	-0.3	3	-4	-2	-8	-5	i	-1.6	1
Cc1ccc(-n2c(Cc3cccn3C)nnc2SCC(=O)Nc2nnc(C)s2)cc1	0	-0.7	-13	0	4	6	6	i	-1.1	3
CCN1C(=O)[C@H]2[C@@H](c3ccc(OC)cc3)N3C(=O)CN(CCOC)C(=O)[C@@]3(C)[C@H]2C1=O	-3	-0.2	-7	1	1	-2	2	i	-0.7	-6
COC(=O)CNC(=O)CCc1nnc(C2(c3ccc(Cl)cc3)CCC2)o1	-1	-0.5	9	-5	58*	1	-3	i	-1.1	10
CC(Sc1nccn1C)C(=O)Nc1ccc(Cl)cn1 (stereo not given)	-2	-0.4	5	3	5	-8	4	i	-0.5	2
Cc1ccc2nc(-c3ccccc3)cc(C(=O)O)c2c1	0	0.2	-5	3	2	-5	1	i	-0.8	-8
O=C(Nc1nccs1)c1ccc(-c2ccc(F)c(Cl)c2)o1	3	0.1	-12	3	-1	1	0	i	3.9	-9
O=C(O)Cn1c(SCCOc2ccc(Cl)cc2)nc2ccccc21	5	0.1	5	1	1	8	7	i	0.3	5
CC(C)Oc1ccc(OCCn2c(=S)[nH]c3c(N)ncnc32)cc1	1	-0.1	-43	-3	-2	-8	9	i	-5.1	2
COC(=O)c1cc(S(=O)(=O)NCc2cccc(Br)c2)c[nH]1	3	0.4	-10	4	-1	-6	6	i	-2.0	1
CC(=O)N1CCc2cc(S(=O)(=O)NC3CCCCC3)ccc21	2	-0.2	-7	-1	0	-1	-6	i	-1.9	4
S=c1[nH]nc(COc2ccccc2)n1/N=C/c1ccc(Cl)cc1	6	-0.4	-94	-3	-1	-10	12	i	1.3	5
CCOC(=O)c1cc(C(=O)OCC)c(=O)[nH]c1SCc1ccccc1	1	-0.2	-14	-4	5	-7	11	i	3.3	4
CCOC(=O)C1=C(C)N=C2SCCC(=O)N2C1c1ccc(C(=O)OC)cc1 (stereo not given)	-2	-0.2	-36	2	-3	0	-3	i	0.1	-2
CC1(C)CC(=O)C2=C(C1)Oc1ncn(CCCO)c(=N)c1C2c1ccccc1 (stereo not given)	-2	-0.9	-6	-3	5	0	-2	i	-1.6	1
O=C1N[C@@H](Cc2ccccc2)C(=O)N2[C@H]1C[C@]1([C@]34C[C@H]5C(=O)N[C@@H](Cc6ccccc6)C(=O)N5[C@H]3N(S(=O)(=O)c3ccccc3)c3ccccc34)c3ccccc3N(S(=O)(=O)c3ccccc3)[C@H]21	-1	-0.1	-13	-2	16	-4	38*	i	3.1	8
CC(C)Cc1nnc(NC(=O)CN2C(=O)NC3(CCCCC3)C2=O)s1	2	-0.3	-1	-3	7	7	-5	i	-2.5	-1
CCS(=O)(=O)N1CCC(C(=O)NCCCN2CCN(c3ccccc3F)CC2)CC1	4	0.3	-10	-6	2	-8	2	i	-1.4	-1
Cc1cc(=O)n2c(nc3ccccc32)s1	-1	0.2	0	-2	3	·	-1	i	-1.1	-1
CN1CCc2c(OCC(=O)NC3CCCCC3)cccc2C1=O	-3	-0.3	11	-2	1	-5	-2	i	-1.2	1
O=C(CSc1n[nH]c(-c2ccco2)n1)Nc1sc2c(c1C(=O)Nc1ccccc1)CCCC2	0	-1.6	-11	6	-7	4	28	i	1.3	-1
CCCCCN(C(=O)NC(=O)Nc1cccc(C)c1C)S(C)(=O)=O	0	-0.1	9	-2	-2	-4	-11	i	0.2	0
CCC(C)N(C(=O)Cn1nnc2ccccc21)C(C(=O)NCc1ccco1)c1cccc(OC)c1 (stereo not given)	4	0.1	1	4	2	-2	0	i	-0.6	-1
O=C1Nc2cc(Cl)ccc2Nc2cscc21	-2	0.1	28	0	-11	-3	4	i	0.1	-1
CC(=O)Nc1ccc(C(=O)OCC(=O)Nc2ccc([N+](=O)[O-])cc2C(F)(F)F)cc1	2	1.0	10	-2	0	-11	0	i	-1.8	-11
CCOc1ccc(N2C(=O)Nc3ccc(Br)cc3C2(O)C(=O)NCCN(C)C)cc1 (stereo not given)	-1	-0.6	6	2	1	-6	-3	i	-2.4	-4
Cc1cc(OCc2cc(C(=O)N3CCN(CC4CC4)CC3)no2)cc(C)c1Cl	2	-0.4	-9	-1	-4	3	0	i	2.3	-2
COc1ccc(N2CCN(C(c3ccccc3)c3nnnn3C(C)(C)C)CC2)cc1 (stereo not given)	·	-0.8	·	0	·	·	-5	·	-1.7	3
CN(CC(=O)Nc1ncn[nH]1)S(=O)(=O)c1cc(Cl)ccc1Cl	-4	-0.3	15	-5	2	-9	-1	i	-0.6	-3
C/C=C(\C)CN1CCN(c2cccc(C)c2C)CC1	-1	-0.9	6	1	-1	1	-1	i	-1.1	-4
CCN(c1ccc(OC)cc1)S(=O)(=O)c1ccc2c(c1)CC(C)N2C(=O)C1CC1 (stereo not given)	3	-0.3	-6	1	-1	-13	-8	i	2.8	3
Cn1cc(C(c2ccccn2)c2cn(C)c3ccccc23)c2ccccc21	-2	0.4	-11	-2	-12	9	20	i	7.6	-1
CCOc1ccc(NC(=O)Nc2c(C)n(C)n(-c3ccccc3)c2=O)cc1	0	-0.4	-6	2	1	-7	-1	i	-0.5	32
O=C(NNC(=S)NC(=O)c1ccccc1)c1cccnc1	-3	-0.1	18	0	2	6	3	i	0.0	-1
Cc1cccc(/C=N/n2c(C)nc3ccccc3c2=O)c1	1	-0.1	-5	2	0	-1	-1	i	-0.6	2
O=C(Nc1cccc2ncccc12)c1ccc(F)cc1	0	-0.2	6	-8	1	-5	3	i	-0.3	0
Cc1cc(=O)[nH]c(SCC(=O)NC(c2ccccc2)c2ccccc2)n1	-3	-1.2	5	3	3	2	-1	i	-0.2	0
CCNc1nc(NCC)nc(C(=O)Nc2ccccc2)n1	-2	-0.4	0	-4	0	3	3	i	0.2	-1
